FBW7 activator – human FBW7 E3 ligase activation, primary screen; Q969H0; AlphaScreen FBW7–phospho-cyclin E peptide binding, activator screen; normalized activity (activation), % at 26.1 µM; 650,000 tested, 0.13% active; AID 1259310; in the data active = normalized activity above about 1.9%;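 also: purified mutant Fbw7 with reduced substrate affinity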
TEAD-YAP inh – TEAD-YAP interaction inhibition; inhibition, % at 9.12 µM; AID 1259422; 640,000 tested, 1.4% active; HEK-TIYL cells, TEAD-Gal4/YAP UAS-luciferase luminescence; in the data active = inhibition above about 32%;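 also: 0% = median of test compound wells and 100% = reference inhibitor wells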
GPR151 ag – activators of human GPR151. activation, % at 11.2 µM. AID 1508602. PathHunter beta-arrestin GPR151 cells, luminescence. 650,000 tested, 1% active; in the data active = activation above about 4.9%;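 also: 0% = median of compound wells and 100% = cells with positive control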
Target sequence (Q8TDV0 whole entry, looked up): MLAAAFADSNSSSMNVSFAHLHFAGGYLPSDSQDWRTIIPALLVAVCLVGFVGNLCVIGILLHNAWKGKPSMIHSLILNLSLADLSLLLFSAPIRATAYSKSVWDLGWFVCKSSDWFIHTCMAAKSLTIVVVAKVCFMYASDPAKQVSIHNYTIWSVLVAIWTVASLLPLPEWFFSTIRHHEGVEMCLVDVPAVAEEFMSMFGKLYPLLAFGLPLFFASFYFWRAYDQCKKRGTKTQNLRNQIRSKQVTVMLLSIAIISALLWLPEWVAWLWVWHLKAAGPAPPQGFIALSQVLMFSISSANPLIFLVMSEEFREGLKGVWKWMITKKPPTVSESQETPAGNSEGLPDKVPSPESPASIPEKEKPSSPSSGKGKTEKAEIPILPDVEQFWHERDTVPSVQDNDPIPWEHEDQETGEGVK
MITF inh – inhibitors of human MITF; AlphaScreen MITF homodimerization, bead proximity signal; 650,000 tested, 0.91% active; inhibition, % at 2.6 µM; AID 1259374; in the data active = inhibition above about 50%;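 also: 0% = vehicle wells with protein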
Target sequence (O75030 whole entry, looked up): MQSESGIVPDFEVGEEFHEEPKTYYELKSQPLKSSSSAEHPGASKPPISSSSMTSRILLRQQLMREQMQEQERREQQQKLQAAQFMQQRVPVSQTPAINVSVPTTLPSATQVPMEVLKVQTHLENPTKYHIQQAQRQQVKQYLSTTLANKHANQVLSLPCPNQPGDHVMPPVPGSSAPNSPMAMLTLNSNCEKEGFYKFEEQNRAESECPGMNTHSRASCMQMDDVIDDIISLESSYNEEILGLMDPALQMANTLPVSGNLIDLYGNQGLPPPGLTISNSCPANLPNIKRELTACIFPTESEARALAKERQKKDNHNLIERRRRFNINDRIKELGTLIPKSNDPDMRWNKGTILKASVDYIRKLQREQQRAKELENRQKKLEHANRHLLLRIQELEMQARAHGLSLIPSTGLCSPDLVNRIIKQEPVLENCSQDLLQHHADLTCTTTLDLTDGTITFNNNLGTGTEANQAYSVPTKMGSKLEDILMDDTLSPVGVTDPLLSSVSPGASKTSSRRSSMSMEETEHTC
* = called active by the depositor.

SMILES	FBW7 activator	TEAD-YAP inh	GPR151 ag	MITF inh
CC1CC2(CCCCC2)Nc2c(Br)cccc21 (stereo not given)	0.1	6	1.7	7
Cc1ccc(C(=O)COC(=O)CCCC(=O)Nc2ccc(Br)cc2)cc1[N+](=O)[O-]	0.1	-7	0.2	-9
CCc1ccccc1-n1c(SCc2ccccc2C)nc2[nH]ncc2c1=O	0.0	-13	-1.8	9
Cc1cc(C)c(S(=O)(=O)NC(CC(=O)O)c2ccccc2)c(C)c1 (stereo not given)	-0.1	6	3.5	-13
CCCN1CCC(N2C[C@@H](NCc3ccccc3)C[C@H]2C(=O)NC(C)C)CC1	0.1	-4	-0.1	8
O=C1/C(=C/c2ccc(-c3ccc(Br)cc3)o2)C=C(c2ccccc2)N1c1cccc(O)c1	-0.1	5	-0.4	2
COc1ccc(Cc2n[nH]c(=S)n(N)c2=O)cc1	0.2	9	-1.7	11
Nc1nonc1-n1nnc(C(=O)N/N=C/c2ccccc2F)c1-c1ccc([N+](=O)[O-])cc1	-0.1	-7	0.2	-5
Cc1c(C(=O)NCC2CCCO2)sc2ncn(CC(=O)N3CCC(C)CC3)c(=O)c12 (stereo not given)	0.2	8	-1.0	9
O=C(NCc1cccc(Cl)c1)C1CCN(Cc2cccnc2)CC1	-0.1	5	0.4	5
CCC(=O)NC(c1nnc2n1CCN(Cc1c(OC)ccc3ccccc13)CC2)C(C)C (stereo not given)	-0.1	-2	1.2	-5
CC(=O)NCCn1c(SCC(=O)NCc2ccccc2)nc2ccccc2c1=O	-0.1	4	-0.5	6
Cc1ccc(-c2ccccc2NC(=O)Cn2c(=O)n(C(C)C)c3ncccc32)o1	0.0	2	0.6	2
COc1ccc(C(=O)Nc2ccc3oc(-c4cccnc4)nc3c2)cc1Cl	-0.1	-14	-0.4	1
Cc1nn(-c2ccccc2)c2sc(C(=O)NNC(N)=O)cc12	-0.1	-1	-0.4	-9
O=C(Cn1ncc2ccccc21)Nc1ccc(Br)cc1F	0.0	3	1.0	-1
CCS(=O)(=O)c1nc2ccccc2n1CC(C)=O	0.3	1	-1.0	16
Cc1cc(C)c(S(=O)(=O)N2CCCC2CNC(=O)c2cccc([N+](=O)[O-])c2)c(C)c1 (stereo not given)	-0.2	11	0.6	11
CCn1c(=O)c2c(O)c(Cc3ccccc3)c(=O)oc2c2ccccc21	-0.1	-12	-0.1	5
CN(C(=O)c1ccc(NC(=O)c2ccco2)cc1)C1CCCCC1	0.0	-59	-1.7	-13
C1CCC(CNc2c3c(nc4nnnn24)CCCC3)CC1	-0.1	-19	-1.3	-11
Cc1cccc(C)c1NC(=O)Cn1c(=O)n(Cc2ccccc2)c(=O)c2cccnc21	0.3	3	0.6	4
CCOC(=O)c1sc2ncn(Cc3cccc([N+](=O)[O-])c3)c(=O)c2c1C	0.1	3	-1.6	13
COCc1cc(Cl)nc2cc(N)c(C)cc12	0.3	-7	-1.2	7
Cc1ccc(CNC(=O)CCC2CCCN(C(=O)c3csnn3)C2)o1 (stereo not given)	-0.2	-1	-1.1	-1

Overlap with the part before: three entries, then new ones.
SMILES	FBW7 activator	TEAD-YAP inh	GPR151 ag	MITF inh
CCOC(=O)c1sc2ncn(Cc3cccc([N+](=O)[O-])c3)c(=O)c2c1C	0.1	3	-1.6	13
COCc1cc(Cl)nc2cc(N)c(C)cc12	0.3	-7	-1.2	7
Cc1ccc(CNC(=O)CCC2CCCN(C(=O)c3csnn3)C2)o1 (stereo not given)	-0.2	-1	-1.1	-1
CCC1(CCC(=O)NCc2cnn(Cc3ccccc3)c2)CCC(=O)N1 (stereo not given)	0.1	-9	-0.7	11
CN(Cc1ccccc1)C(=O)COC(=O)c1ccc(Cl)c(N)c1	0.1	-11	1.9	2
CCCC(=O)Nc1ccc(C(=O)Nc2ccccc2C(=O)O)cc1	-0.1	11	-3.4	3
CCSc1nc2ccccc2n1Cc1ccccc1	-0.1	-34	0.8	-2
O=C(CSc1ncccn1)Nc1ccc(C(=O)N2CCCCCC2)cc1	0.1	7	-0.1	7
Cc1ccc(CNc2ncnc3c2c(-c2ccccc2)cn3-c2cccc(C)c2)cc1	-0.1	-2	-0.3	5
COc1ccc(N2C(=O)c3ccc(Oc4ccccc4OC)cc3C2=O)cc1	-0.1	10	3.4	0
Fc1ccc(Nc2nc(N3CCN(c4ccc(F)cc4)CC3)nc3nccnc23)cc1	-0.1	-2	-1.8	0
COc1ccccc1NC(=O)CN1CCC(n2nnc3cc(F)ccc32)CC1	0.4	-6	-0.1	11
COc1ccc2nc(NC(=O)c3cnc(N4CCN(c5ncccn5)CC4)c4ccccc34)sc2c1	-0.1	-8	-1.4	-8
Cc1cccc(N2CCN(C(=S)c3ccc(-c4ccccc4[N+](=O)[O-])o3)CC2)c1	0.0	4	-0.9	-4
O=C(Nc1ccccc1)c1ccc(Br)c(S(=O)(=O)NC2CCCCC2)c1	-0.1	-1	1.0	-4
Cc1ccc2c(c1)N(C(=O)CSc1nc3ccccc3o1)C(C)(C)c1ssc(=S)c1-2	-0.4	-9	-0.4	16
COc1ccc(NC(=O)/C(=C\c2cccc([N+](=O)[O-])c2)NC(=O)c2ccc(OC)cc2Cl)cc1	0.1	-4	1.7	-12
C=C(C)Oc1ccccc1OCC(=O)C(C)(C)C	0.0	0	1.0	0
COc1ccc(C2CC(=O)C3=C(C2)NC(C)=C(C(=O)OC(C)C)C3c2ccccc2Cl)cc1OC (stereo not given)	0.0	10	-0.1	-21
CCOC(=O)c1c(-c2ccc(OC)cc2)csc1NC(=O)CCCC(=O)O	0.1	7	-0.4	-5
COc1cccc(-c2nc3ccccc3c(=O)n2NC(=O)c2ccccc2C)c1	-0.3	2	0.5	-2
Cc1cc(-n2c(C)cc(C(=O)CCl)c2C)no1	0.0	3	2.6	2
O=C(Nc1cccc(S(=O)(=O)N2CCCCC2)c1)c1n[nH]c(=O)c2ccccc12	0.4	3	1.2	8
Cc1cccc2cc(C#N)c(NCCNC(=O)C(F)(F)F)nc12	-0.1	-2	-1.7	-13
COc1ccc(CCNc2nc(-c3ccc(N4CCOCC4)nc3)nc3nc[nH]c23)cc1	0.3	-1	-1.9	13
CCOCc1nnc(NC(=O)CSCc2ccccc2)s1	-0.1	3	-0.4	16
CCOc1ccc(S(=O)(=O)NC2CC2)cc1C	-0.2	1	0.8	2
COc1nc(NCCCN2CCCC2=O)nc(-c2c(C)noc2C)n1	0.1	2	-1.5	1

Continued.
SMILES	FBW7 activator	TEAD-YAP inh	GPR151 ag	MITF inh
Cn1cnc2c1c(=O)n(Cc1ccc(Cl)cc1Cl)c(=O)n2C	0.0	-10	1.1	-2
O=[N+]([O-])c1ccccc1S(=O)(=O)NCC12CC3CC(CC(C3)C1)C2	-0.1	10	-0.5	7
CC(C)(C)C(=O)NC1CCN(S(=O)(=O)c2cccc(C(F)(F)F)c2)CC1	0.0	-20	-0.6	-5
CC(=O)c1cccc(NC(=O)N2C3CCC2CC(NC(=O)Nc2ccccc2)C3)c1 (stereo not given)	-0.1	-1	2.8	-7
COc1cc(C(=O)Nc2cccc(-c3nc4cc(C)cc(C)c4o3)c2)cc(OC)c1OC	0.2	-15	-0.6	6
COc1ccc(C2C(C(=O)N3CCCCCC3)CC(=O)N2c2ccc(OC)cc2)cc1 (stereo not given)	-0.1	4	0.2	1
Cn1ncc(I)c1C(=O)O	-0.1	1	0.4	-18
O=C(Nc1ccccn1)c1ccc(N2C(=O)c3ccc(C(=O)Nc4ccccn4)cc3C2=O)cc1	0.0	-5	-1.6	8
Cn1ccc(C(=O)Nc2ccc(C(=O)O)cc2)n1	0.0	-20	-4.7	1
CC(=O)c1cccc(NC(=O)C(C)OC(=O)C2=NNC(=O)CC2)c1 (stereo not given)	0.3	5	0.1	16
O=C(C1CCOC1)N1CCC(CO)(Cc2cccc(F)c2)CC1 (stereo not given)	0.0	-4	0.7	3
CCOC(=O)c1sc2nc(SCc3cccc([N+](=O)[O-])c3)n(Cc3ccc(Cl)cc3)c(=O)c2c1C	0.0	-6	-1.2	13
CN1C(=O)C(=Cc2ccc(OCC(=O)Nc3ccccc3)c(Cl)c2)C(=O)N(C)C1=S	-0.1	-23	-6.1	9
CC1=C(C(=O)OCCOc2ccccc2)C(c2cccc3ccccc23)C2=C(CC(c3ccc(Cl)cc3)CC2=O)N1 (stereo not given)	0.1	4	3.7	7
CCOc1ccc2c(c1)-c1c(ssc1=S)C(C)(C)N2C(=O)CCC1CCCCC1	-0.1	-11	-1.1	-6
COCCCNc1oc(-c2ccco2)nc1S(=O)(=O)c1ccccc1	-0.1	-1	-0.2	10
COc1cccc(NC(=O)N2CC=C(c3c[nH]c4ccccc34)CC2)c1	0.1	-16	-0.7	-3
CC1CCCC(C)N1C(=O)COC(=O)c1ccccc1O (stereo not given)	0.1	1	-0.6	17
O=C(CSc1ncccn1)Nc1ccccc1C(=O)O	0.1	12	-2.7	-9
O=c1[nH]cc(S(=O)(=O)NCc2cccs2)c(=O)[nH]1	0.1	-6	-2.2	15
CCc1c(C)sc(NC(=O)c2noc(C)c2[N+](=O)[O-])c1C#N	-0.2	3	-0.6	-2
O=C1C2C3C=CC(C3)C2C(=O)N1N1CCCCC1 (stereo not given)	-0.4	14	0.6	4
Cc1ccc(CN(CC(N)=O)S(=O)(=O)c2c(C)cc(C)cc2C)cc1	-0.1	-9	1.6	-4
CN1CCN(c2ccc(-c3ccc(C(=O)NCCc4ccc(O)cc4)s3)cc2)CC1	0.2	4	1.8	15
COc1cc(CN2CCN(Cc3ccccc3[N+](=O)[O-])CC2)cc(OC)c1O	0.0	0	1.3	60*

Random excerpt: 4 compounds from above, in no set order.
SMILES	FBW7 activator	TEAD-YAP inh	GPR151 ag	MITF inh
O=C(Nc1ccccn1)c1ccc(N2C(=O)c3ccc(C(=O)Nc4ccccn4)cc3C2=O)cc1	0.0	-5	-1.6	8
Cc1ccc(CN(CC(N)=O)S(=O)(=O)c2c(C)cc(C)cc2C)cc1	-0.1	-9	1.6	-4
CC(=O)c1cccc(NC(=O)N2C3CCC2CC(NC(=O)Nc2ccccc2)C3)c1 (stereo not given)	-0.1	-1	2.8	-7
CCOc1ccc2c(c1)-c1c(ssc1=S)C(C)(C)N2C(=O)CCC1CCCCC1	-0.1	-11	-1.1	-6

(cont.)
SMILES	FBW7 activator	TEAD-YAP inh	GPR151 ag	MITF inh
CCOC(=O)N1CCN(CCC(=O)Nc2cc(C)on2)CC1	0.2	-11	0.8	3
CCC(C)CN1CCc2c(C(=O)OC)c(OCc3cccnc3)cc(=O)n2CC1 (stereo not given)	0.0	-15	0.1	19
CNC(=O)c1c(NC(=O)c2ccccc2)sc2c1CCCC2	0.1	-11	-1.3	1
COc1ccc(Cc2nnc(N)s2)cc1OC	-0.1	-2	0.6	2
CCOC(=O)CSc1nc2sc(C(=O)OCC)c(C)c2c(=O)n1Cc1ccc(C)cc1	0.3	4	0.6	17
CN(C)c1cccc(C(=O)Nc2nccs2)c1	-0.1	-38	-1.0	3
COc1cc(OC)c(OC)cc1CN1CCN(Cc2ccccc2Br)CC1	-0.5	3	-1.4	40
Cc1ccccc1NC(=O)C(=O)NN=C1CCN(C)CC1	-0.2	-12	-1.5	-3
COc1ccccc1C(NC(C)=O)c1cc(Cl)c2cccnc2c1O (stereo not given)	-0.2	3	-0.2	3
O=S(=O)(Nc1ccc(F)cc1F)c1cccc2nsnc12	-0.2	1	-0.2	-8
COc1ccc(NC(=O)c2sc3nc4c(c(-c5ccc(C)cc5)c3c2N)CCCC4)cc1	0.2	-4	0.1	18
CN1CCN(C(=O)c2ccc(-c3nccc(NCc4ccccc4)n3)cc2)CC1	0.1	7	1.3	11
COC(=O)c1c(NC(=O)Nc2cccc(Cl)c2)sc(C)c1C	0.8	-6	1.7	0
Nc1cccc(-c2nc(NCCc3ccc(O)cc3)c3ncn(-c4ccsc4)c3n2)c1	0.1	56*	0.1	-6
Cc1ccccc1-n1c(=S)sc2c1nc(SCc1c(F)cccc1Cl)n1c3ccccc3nc21	0.1	-4	-0.7	-2
O=C(N/N=C/c1ccc2cccc(O)c2n1)c1ccncc1	0.1	2	-0.5	13
CCN(CC)S(=O)(=O)c1ccc(NNC(=O)NC2CCCCC2)c([N+](=O)[O-])c1	-0.1	10	1.3	-5
O=C(Nc1cccc(F)c1)C(=O)NC1CC1	-0.1	-48	-3.0	-5
O=P(O)(CN1CCOCC1)C1Cc2ccccc2C1	-0.1	0	0.0	-8
CCOc1ccc(Nc2cc(C)nc3nncn23)cc1	-0.2	-6	2.5	-10
Cc1ccccc1NC(=O)CN1C(=O)N/C(=C\c2cccn2-c2cccc(C(=O)O)c2)C1=O	0.2	5	0.3	21
COc1ccccc1N1CCN(C2CCCN(C(=O)Nc3ccc(C)cc3)C2)CC1 (stereo not given)	0.1	1	-0.7	8
O=C(CSc1ncccc1C(=O)O)c1ccc(Cl)cc1	0.0	5	0.8	7
CCCNC(=O)c1cc(NC2CCN(Cc3ccccc3)CC2)nc2ccccc12	-0.1	13	0.4	3
Cn1c(=O)c2[nH]c(I)nc2n(C)c1=O	0.2	8	0.0	2
Cc1ccc(Cl)cc1NC(=O)CSc1nc2ccc(NC(=O)c3ccccc3Cl)cc2s1	-0.2	-7	1.4	-3
Cc1ccc(NC(=O)CSc2nc(-c3ccccc3)cc(=O)[nH]2)cc1	0.6	-7	-0.9	-4
C=CCN(CC=C)CCCNC(=O)/C=N\O	0.8	14	-0.1	20

Compound profiles, from the list above:
Listed for O=C(N/N=C/c1ccc2cccc(O)c2n1)c1ccncc1 : FBW7 activator = 0.1; TEAD-YAP inh = 2; GPR151 ag = -0.5; MITF inh = 13
Listed for COc1ccc(NC(=O)c2sc3nc4c(c(-c5ccc(C)cc5)c3c2N)CCCC4)cc1 : FBW7 activator = 0.2; TEAD-YAP inh = -4; GPR151 ag = 0.1; MITF inh = 18
Listed for CN1CCN(C(=O)c2ccc(-c3nccc(NCc4ccccc4)n3)cc2)CC1 : FBW7 activator = 0.1; TEAD-YAP inh = 7; GPR151 ag = 1.3; MITF inh = 11
